Source: PubChem BioAssay (National Center for Advancing Translational Sciences (NCATS))
ATXN2 expr inh: inhibitors of ATXN2 expression. AID 1745845. Potency, µM (titrated, usually from 57 µM), without a hit: top-dose activity change, negative = inhibition, usual class: inhibitors. actives 0.72% (n = 360,000). HEK-293 ATXN2-luciferase reporter, luminescence, 24 h; also: % is scaled to controls: 0 for no effect and ±100 for the full control effect; nearly all actives have a fitted effect of over 55% in size
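ATXN2-luciferase reporter cells (luciferase flanked by upstream and downstream ATXN2 gene portions) were treated 24 h at 37 °C with compounds at up to 57 uM. SteadyGlo luminescence gave expression; GF-AFC fluorescence gave viability.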
TGFb SMAD3 inh: TGF-b pathway inhibition; AID 588855; HepG2 CAGA-GFP TGF-b/SMAD3 reporter, GFP fluorescence, 18 h; TGF-beta stimulated, 500 pg/mL final; Potency, µM (highest dose often 46.1 µM), without a hit: at the highest dose activity, negative = inhibition, usual class: inhibitors; actives 1.2% (n = 410,000); also: % is scaled to controls: 0 for no effect and ±100 for the full control effect; nearly all actives have a fitted effect of over 65% in size
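HEPG2 CAGA-GFP cells (1000/well, DMEM with 1% FBS) were pre-incubated 2 h at 37 degrees C, given compound by pin tool, then stimulated with TGF-beta at 500 pg/mL final for 18 h before per-cell GFP fluorescence imaging.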
MCF10A rereplic: DNA re-replication induction in MCF 10a cells; MCF 10A DNA re-replication, Hoechst nuclear intensity, 48 h; Potency, µM (highest dose often 46.1 µM), for inactives: at the highest dose activity, positive = re-replication, hits mostly activators; actives 2.9% (n = 350,000); also: % of control where 0% means no effect; nearly all actives have a fitted effect of over 50% in size
A549 tox: A549 cytotoxicity, counter-screen for Nrf2 inhibitors; Potency, µM (titrated, usually from 46 µM), for the others: at the highest dose activity change, negative = cytotoxicity, actives largely listed as inhibitors; actives 0.16% (n = 390,000); A549 ARE-Fluc cells, CellTiter-Fluor viability, 18-24 h; also: % is scaled to controls: 0 for no effect and ±100 for the full control effect
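A549 ARE-Fluc cells in 5% FBS OPTI-MEM, 5000 cells/well, rested 2 h then exposed to compounds in concentration-response for 18-24 h at 37 °C. Viability by CellTiter-Fluor fluorescence (Ex 405/Em 525) after 30 min; luciferase luminescence (BugLite, 15 min, RT) read afterwards.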
Nrf2 activator: Nrf2 pathway activation; AID 624171; Potency, µM (series often up to 46.1 µM), for inactives: at the highest dose activation, actives largely listed as activators; AREc32 ARE-luciferase reporter (MCF7-derived line), luminescence, 24 h; actives 0.31% (n = 410,000); also: % of control where 0% means no effect; nearly all actives have a fitted effect of over 65% in size
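Luciferase luminescence (Steady-Glo, 30 min at room temperature) served as the read-out of ARE activation in AREc32 cells treated with compounds for 24 hr at 37 deg C.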
HepG2 tox: kills HepG2 cells in TGF-b inhibitor counter-screen. HepG2 CAGA-GFP viability, ATP luminescence, 18 h. Potency, µM (doses to about 46.1 µM), inactives show at the highest dose activity change, negative = cytotoxicity, actives largely listed as cytotoxic. actives 0.76% (n = 410,000); also: some results filed as inactive show a strong effect at the top dose
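CellTiter-Glo luminescence gave cytotoxicity after 18 hours at 37 degrees C. The cells were HepG2 CAGA-GFP in 1% FBS DMEM, stimulated with 500 pg/mL TGF-beta after compound addition. %Activity was normalised to no-cell wells (complete cell-killing) and DMSO (no toxicity), and curves were fitted and classified.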
Nrf2 block: Nrf2 pathway inhibition. A549 ARE-Fluc reporter, luciferase luminescence, 18-24 h. Potency, µM (titrated, usually from 46 µM), without a hit: top-dose activity change, negative = inhibition, most hits filed as inhibitors. actives 2.1% (n = 360,000). AID 504444; also: % is scaled to controls: 0 for no effect and ±100 for the full control effect; nearly all actives have a fitted effect of over 60% in size
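Nrf2 function is reported as luminescence of an ARE-controlled luciferase in A549 cells. Compounds were tested at several concentrations, and a CellTiter-Fluor read on the same wells flagged cytotoxicity.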
EPAC2 antag: blocks human EPAC2 exchange factor | EPAC2 GEF exchange of Rap1B-BODIPY-GDP, fluorescence | AID 720708 | actives 0.18% (n = 360,000) | Q8WZA2 | Potency, µM (doses to about 114 µM), inactives show top-dose activity, negative = inhibition, actives largely listed as inhibitors; also: % is scaled to controls: 0 for no effect and ±100 for the full control effect; nearly all actives have a fitted effect of over 45% in size; many of its hits are not listed in these tables
Target sequence (Q8WZA2 whole entry, looked up): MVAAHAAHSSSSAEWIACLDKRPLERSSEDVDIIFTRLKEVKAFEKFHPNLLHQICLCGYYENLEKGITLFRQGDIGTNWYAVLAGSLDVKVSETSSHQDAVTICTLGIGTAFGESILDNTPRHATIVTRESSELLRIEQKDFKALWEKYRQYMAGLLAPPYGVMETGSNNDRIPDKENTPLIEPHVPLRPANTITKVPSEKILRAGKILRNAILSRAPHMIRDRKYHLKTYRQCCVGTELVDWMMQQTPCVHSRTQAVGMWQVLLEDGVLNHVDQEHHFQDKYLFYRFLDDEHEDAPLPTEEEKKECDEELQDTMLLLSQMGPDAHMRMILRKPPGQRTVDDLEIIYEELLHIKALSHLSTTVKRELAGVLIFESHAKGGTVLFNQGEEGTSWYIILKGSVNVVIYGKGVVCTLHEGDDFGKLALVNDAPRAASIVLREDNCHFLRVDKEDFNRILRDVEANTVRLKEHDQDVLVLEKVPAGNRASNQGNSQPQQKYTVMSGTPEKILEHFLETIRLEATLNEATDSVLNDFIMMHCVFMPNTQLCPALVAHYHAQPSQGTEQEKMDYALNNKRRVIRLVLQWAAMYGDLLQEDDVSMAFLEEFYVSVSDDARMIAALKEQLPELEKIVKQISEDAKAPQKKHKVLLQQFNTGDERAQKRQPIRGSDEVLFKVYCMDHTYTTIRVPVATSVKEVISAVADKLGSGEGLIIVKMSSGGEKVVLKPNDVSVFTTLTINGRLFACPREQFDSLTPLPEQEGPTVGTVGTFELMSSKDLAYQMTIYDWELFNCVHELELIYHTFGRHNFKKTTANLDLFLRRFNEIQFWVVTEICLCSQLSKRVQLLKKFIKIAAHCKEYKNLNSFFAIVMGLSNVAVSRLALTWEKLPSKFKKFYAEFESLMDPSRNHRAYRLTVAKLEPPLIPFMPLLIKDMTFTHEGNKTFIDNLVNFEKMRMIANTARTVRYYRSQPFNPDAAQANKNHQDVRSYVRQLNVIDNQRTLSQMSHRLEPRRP
ATXN viability: reduces viability in counter-screen for ATXN expression inhibitors; S2 cells (HEK-293 line with an ATXN2-luciferase reporter) viability, CellTiter-Fluor protease fluorescence, 24 h; Potency, µM (highest dose often 56.7 µM), hits mostly cytotoxic; actives 0.49% (n = 400,000); AID 651635; also: nearly all actives have a fitted effect of over 40% in size
* marks the source's active call; other numbers are inactive results; i = inactive; ? = inconclusive; nt = no result given; & = joins results of further samples; [ ] = remark or other dose. Calls follow the shape of the dose curve; as a rule, active = well fitted curve in the direction sought with a large enough effect; inconclusive = small, poorly fitted or top-dose-only effect, or another doubt; inactive = no such curve, though single readings can be large; an effect the other way counts as inactive or inconclusive. Potency is read from the fitted curve at half-maximal effect. A portion of the library; the hit share may differ from the screen's.

Sample of the layout, five compounds:
SMILES	ATXN2 expr inh	TGFb SMAD3 inh	MCF10A rereplic	A549 tox	Nrf2 activator	HepG2 tox	Nrf2 block	EPAC2 antag	ATXN viability
COC(=O)c1ccc(CNC(=O)C2CCC(=O)N(Cc3ccccn3)C2)cc1 (centres undefined)	1%	-5%	6%	1%	-0.2%	-13%	1%	0%	i
CCCCN(CC)C(=O)CSc1cc(=O)n(C)c2ccccc12	15%	0%	6%	4%	0.5%	-15%	?	-2%	i
Cc1nc2nc(-c3ccc(Cl)cc3Cl)nn2c(C)c1CCC(=O)Nc1ccc(F)cc1	-21%	9%	nt	2%	-2.0%	-14%	?	nt	i
COc1ccc(OCC(O)CN2CCCC2)cc1 (centres undefined)	nt	18%	-1%	-1%	-0.5%	13µM*	6%	7%	i
N#Cc1ccc(-c2cccs2)nc1SCC(=O)Nc1cccc(C(F)(F)F)c1	-5%	?	nt	-9%	8.6%	11µM*	-4%	nt	i

This part in full, from the start:
SMILES	ATXN2 expr inh	TGFb SMAD3 inh	MCF10A rereplic	A549 tox	Nrf2 activator	HepG2 tox	Nrf2 block	EPAC2 antag	ATXN viability
COC(=O)c1ccc(CNC(=O)C2CCC(=O)N(Cc3ccccn3)C2)cc1 (centres undefined)	1%	-5%	6%	1%	-0.2%	-13%	1%	0%	i
CCCCN(CC)C(=O)CSc1cc(=O)n(C)c2ccccc12	15%	0%	6%	4%	0.5%	-15%	?	-2%	i
Cc1nc2nc(-c3ccc(Cl)cc3Cl)nn2c(C)c1CCC(=O)Nc1ccc(F)cc1	-21%	9%	nt	2%	-2.0%	-14%	?	nt	i
COc1ccc(OCC(O)CN2CCCC2)cc1 (centres undefined)	nt	18%	-1%	-1%	-0.5%	13µM*	6%	7%	i
N#Cc1ccc(-c2cccs2)nc1SCC(=O)Nc1cccc(C(F)(F)F)c1	-5%	?	nt	-9%	8.6%	11µM*	-4%	nt	i
CCOc1cc(/C=C(\CC(=O)O)c2nc3ccccc3s2)ccc1OC	1%	3%	-6%	1%	2.3%	-1%	26%	-4%	i
Cc1ccc2nc(CN3CCN(S(=O)(=O)c4ccc(F)cc4)CC3)oc2c1	0%	2%	nt	5%	5.2%	-1%	nt	nt	i
COc1ccc(CNC(=O)COCc2cc(-c3ccc4c(c3)OCO4)on2)cc1	nt	?	nt	?	-0.2%	-3%	?	nt	nt
CC1(C)CC2(CC(C)(C(=O)CSc3nc4ccccc4s3)OC2=O)C(=O)O1 (centres undefined)	1%	-6%	14%	6%	-0.2%	-13%	-15%	-1%	i
COc1ccc(N(C)C(=O)CCS(=O)(=O)c2cccc3nonc23)c(OC)c1	5%	12%	1%	2%	0.3%	-9%	-31%	8%	i
Cc1ccc(/C=C/C(=O)Nc2cccc3ncccc23)o1	17%	-17%	6%	9%	25%	-21%	-6%	-3%	i
COC(=O)c1ccc(OCC2c3cc(OC)c(OC)cc3CCN2C(=O)C2CC2)cc1 (centres undefined)	-20%	0%	?	12%	3.1%	-18%	?	-24%	i
N#CC1=C2C=CC=CN2CC1=O	58%[activator]	?	2%	-13%	3.6%	-18%	25%	-1%	i
O=C(Nc1ccccc1Oc1ccccc1)c1ccccc1F	-1%	3%	3%	0%	0.4%	-17%	16%	-7%	i
Cc1cccc2c1N(CC(=O)OC(C)C)C(=O)C2=O	-7%	-20%	11%	0%	4.1%	-11%	1%	-5%	i
COCCn1c(SCc2ccc(C(=O)OC)o2)nc2ccccc2c1=O	-2%	-18%	14%	-1%	-0.8%	-52%	2%	-4%	i
CCOC(=O)C1(C)CCCN(C(=O)CCc2ccccc2)C1 (centres undefined)	-4%	?	nt	nt	-1.1%[9.22 µM]	-3%	nt	-6%	i
CC(Cn1cnc2ccccc21)C(=O)O (centres undefined)	-5%	-4%	0%	-1%	0.3%	-1%	-9%	3%	?
O=C(C1=C(O)C(=O)N(CCN2CCOCC2)C1c1ccco1)c1cc2ccccc2o1 (centres undefined)	-12%	-8%	-49%[inhibitor]	-10%	4.5%	-7%	13%	0%	?
Cc1ccccc1-n1nc2c(c1NC(=O)c1cc3ccccc3oc1=O)CS(=O)(=O)C2	3%	2%	12%	-6%	-0.3%	3%	7%	-1%	i
Cc1ccc(CNC(=O)c2ccc(S(=O)(=O)N3CCCC3)cc2)cc1	nt	3%	nt	nt	-1.7%	5%	nt	2%	i
CC1CC2OC2CC1COC(=O)C1CC2OC2CC1C (centres undefined)	4%	4%	4%	0%	0.5%	-2%	1%	5%	i
O=C(CCN1C(=O)/C(=C/c2cccs2)SC1=S)Nc1cccc(O)c1	12%	?	?	-1%	8.6%	-25%	?	7%	i
CCOc1ccccc1N1CCN(S(=O)(=O)c2ccc(F)c(F)c2)CC1	-5%	1%	1%	5%	2.2%	-18%	-17%	-14%	i
CCOc1ccc(CN(C)C(=O)CNC(=O)Cc2cccc3ccccc23)cc1	-19%	-30%	2%	1%	0.3%	-3%	?	12%	i
CCn1c(O)c(N=NC(=O)CNc2ccc(C)cc2)c2ccccc21	-6%	-21%	0%	-9%	1.6%	-7%	-18%	-11%	i
O=C(COc1ccccc1Br)NC1CCCC1	6%	-24%	25%	-7%	2.4%	-25%	-24%	-19%	i
O=[N+]([O-])c1cccc(-n2nnnc2CN2CCCC2)c1	14%	16%	0%	0%	0.0%	-26%	4%	5%	i
COc1cccc2cc(C(=O)NC(C)c3ccccc3)c(=O)oc12 (centres undefined)	7%	7%	6%	4%	3.5%	0%	15%	1%	i
Cc1cccc(OCC(=O)Nc2cc(Cl)ccc2-n2cncn2)c1C	-8%	-17%	-9%	0%	5.6%	-11%	6%	-10%	i
CCOC(=O)C1=NN(C(=O)COc2ccccc2)C(O)(c2ccc(Cl)cc2)C1 (centres undefined)	-15%	-24%	-2%	5%	-0.5%	-1%	-13%	1%	i
Cc1ccc(-c2noc(CCC(=O)N(C)c3ccccc3F)n2)cc1	nt	-19%	nt	-4%	3.5%	-10%	-22%	nt	nt
Cc1c(Cl)cnc(NC(=O)CSc2nnc3ccccn23)c1Cl	42%[activator]	7%	15%	-7%	3.9%	4%	?	7%	i
Cc1c[nH]c2ccccc12	2%&20%	7%	-1%&5%	10%	1.4%	-6%	-22%	0%	i
CCc1c(C)sc2nc(SCC(=O)Nc3cc(C)on3)n(CCOC)c(=O)c12	-6%	-1%	1%	-3%	0.2%	-1%	3%	10%	i
CCCn1c(C)cc(C)c(C#N)c1=O	14%	-2%	-3%	-2%	-0.6%	-3%	2%	2%	?
COc1ccc(N2CCN(C(=O)COC(=O)COc3cccc(C(F)(F)F)c3)CC2)cc1	-6%	-1%	5%	-1%	-0.5%	-1%	-1%	-14%	i
Cc1ccc(NC(=S)NC(C)CCc2ccccc2)cc1C (centres undefined)	-24%	?	?	16%	2.6%	-8%	-14%	-8%	i
Cc1ccc(-c2cc(C(=O)Oc3ccc(C#N)cc3)no2)cc1	-3%	?	nt	1%	-0.6%	-20%	5%	nt	i
Clc1cccc(-c2cc3nc4c(c(N5CCOCC5)n3n2)CCCC4)c1	?	?	0%	-22%	3.4%	-17%	?	-15%	?
C[C@H](CO)N1C[C@H](C)[C@H](CN(C)S(=O)(=O)c2ccccc2)OCc2ccccc2-c2c(n(C)c3ccccc23)C1=O	16%	17%	nt	nt	-0.2%	-1%	nt	-9%	i
COc1ccccc1OCc1ccc(C(=O)c2ccccc2)cc1	55%[activator]	-21%	11%	-1%	0.4%	-6%	1%	4%	i
COc1cc(OC)cc(C(=O)Nc2cccc(N3CCCC3)c2)c1	0%	-24%	?	2%	2.1%	-5%	13%	0%	i
CCOc1ccc(S(=O)(=O)N2CCCCC2)cc1NC(=O)Cc1cc(OC)c(OC)c(OC)c1	nt	-12%	nt	nt	-0.7%	-3%	nt	-18%	i
COc1ccc(C(=O)NCC(=O)OCC(=O)c2ccc3c(c2)NC(=O)CO3)cc1OC	-35%	-4%	0%	10%	-0.4%	-4%	8%	-4%	i
O=C(NCc1cccnc1)c1sc2ccccc2c1Cl	16%	1%	-3%	11%	0.4%	-22%	4%	3%	i
CCC(C(=O)Nc1cccc(S(=O)(=O)N(C)c2ccccc2)c1)c1ccccc1 (centres undefined)	-37%	?	?	-1%	-0.7%	-32%	?	-12%	i
C=CCSc1nc(C)c(CC(=C)C)c(=O)[nH]1	-3%[11.3 µM]	4%	1%	-5%	-0.3%	-1%	-10%	5%	i
Cn1c(SCc2ccc(F)cc2)nnc1-c1ccccn1	32%[activator]	-20%	1%	-5%	-0.5%	-22%	16%	14%	i
NC(=O)c1ccc(S(=O)(=O)N2CCSCC2)cc1	0%	8%	5%	-20%	-0.9%	-4%	0%	0%	?
O=C(N/N=C/c1ccc(F)c(F)c1)c1cccc(S(=O)(=O)N2CCCCC2)c1	-21%	-11%	-1%	?	-1.0%	8%	13%	1%	i
Cc1nc(C)c(-c2ccc(SCC(=O)Nc3ccccc3)nn2)s1	1%	-26%	5%	-10%	4.9%	-3%	?	21%	i
CCOC(=O)Cn1cc(/C=N/NC(=O)c2ccc(C#N)cc2F)c2ccccc21	2%	-24%	-2%	-10%	-0.3%	-37%	nt	-13%	i
O=S(=O)(c1ccc(Cl)cc1)N1CCC(N2CCCCCC2)CC1	-3%	-10%	?	-1%	-0.3%	1%	6%	1%	i
COc1ccc(CN(C)C[C@@H]2OCCCC[C@H](C)Oc3ccc(NC(=O)Nc4ccc(F)cc4)cc3C(=O)N([C@H](C)CO)C[C@H]2C)cc1	?	?	nt	nt	-4.9%	25µM*	nt	-1%	18µM*
O=[N+]([O-])c1cccc(Nc2c([N+](=O)[O-])ccc3nonc23)c1	-22%	-32%	13%	4%	-0.3%	-4%	5%	-11%	i
COc1cc(/C=C/c2nc(C#N)c(N3CCCCCC3)o2)cc(OC)c1OC	nt	-11%	nt	8%	15%	-22%	22%	nt	nt
C/C(CC(=O)Nc1cccnc1)=N\NC(=O)C(=O)Nc1cccc(C)c1	4%	-4%	-2%	2%	-0.3%	-22%	8%	-1%	i
